# High-throughput results: PubChem, National Center for Advancing Translational Sciences (NCATS)
# ATXN2 expr inh – inhibitors of ATXN2 expression. HEK-293 ATXN2-luciferase reporter, luminescence, 24 h. Potency, µM (highest dose often 57 µM), for the others: at the highest dose activity change, negative = inhibition, actives largely listed as inhibitors. 0.72% of 360,000 active. AID 1745845; note: potency is the fitted concentration of half-maximal effect; % is set by controls: 0 for no effect and ±100 for the full control effect; nearly all actives have a fitted effect of over 55% in size
#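 qHTS (up to 57 uM final) was run with 24 h compound exposure of reporter cells at 37 °C. Each well was multiplexed: SteadyGlo luminescence measured ATXN2-luciferase expression after a fluorogenic Gly-Phe-AFC viability readout (25 uM final).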
# SW480 rerep – DNA re-replication induction in SW480 cells. SW480 DNA re-replication, Hoechst DNA content imaging, 48 h. AID 624297. Potency, µM (doses to about 46.1 µM), for the others: at the highest dose re-replication activation, actives largely listed as activators. 1.8% of 340,000 active; note: potency is the fitted concentration of half-maximal effect; % of control where 0% means no effect; nearly all actives have a fitted effect of over 55% in size
#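 Cells (250 per well) received 23 nL compound or DMSO by pin tool and were kept 48 hr at 37 C, 5% CO2. Nuclei were then stained with Hoechst for 40 min and scanned for DNA content.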
# KB-3-1 cytotox – KB-3-1 parental cell cytotoxicity; KB-3-1 viability, CellTiter-Glo ATP luminescence, 72 h; Potency, µM (top dose mostly 46.1 µM), inactives show at the highest dose activity change, negative = cytotoxic, most hits filed as cytotoxic; 1.4% of 400,000 active; AID 1347075; note: potency is the fitted concentration of half-maximal effect; % is set by controls: 0 for no effect and ±100 for the full control effect; nearly all actives have a fitted effect of over 60% in size
#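 Here the drug-naive KB-3-1 line serves as comparator for MDR sub-line selectivity; cells received compound titrations, 72 h at 37 °C, then CellTiter-Glo readout.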
# HT1080-NT tox – kills 2HG-producing HT-1080-NT fibrosarcoma cells | Potency, µM (doses to about 46.1 µM), inactives show top-dose activity, negative = less viability, hits mostly cytotoxic | 1.6% of 360,000 active | HT-1080-NT fibrosarcoma viability, CellTiter-Glo ATP luminescence, 48 h;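 note: NT is the 2HG producing partner of a matched IDH1 knockdown line; potency is the fitted concentration of half-maximal effect; 0% = DMSO-treated cells and -100% = media-only wells without cells; nearly all actives have a fitted effect of over 55% in size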
#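 Read-out is CellTiter-Glo luminescence after 10 minutes at room temperature, following 48 hours' compound treatment of HT-1080-NT cells (750 cells/well, RPMI, 5% FBS, 37 degrees C).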
# IL-1B inflam inh – inflammasome signaling inhibition, IL-1 beta readout; THP-1 LPS/ATP IL-1B secretion, AlphaLISA, 16 h; hits give low values; activity change, % at 57.5 µM; 4.7% of 360,000 active; in the data active = activity change below about -50%; inconclusive = mostly about -30% to -49%; note: % is set by controls: 0 for no effect and ±100 for the full control effect
#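 Secreted IL-1B measured by AlphaLISA bead assay after 16 h compound exposure of THP-1 cells; compounds (final up to 57.5 uM) added 1 h before LPS (250 ng/mL) and ATP (1.25 mM) stimulation; lower signal means less secretion.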
# MCF10A rereplic – induces DNA re-replication in MCF 10a normal breast cells | Potency, µM (titrated, usually from 46.1 µM), for the others: top-dose activity, positive = re-replication, hits mostly activators | 2.9% of 350,000 active | MCF 10A DNA re-replication, Hoechst nuclear intensity, 48 h; note: potency is the fitted concentration of half-maximal effect; % of control where 0% means no effect; nearly all actives have a fitted effect of over 50% in size
# KB-V1 cytotox – KB-V1 MDR subline cytotoxicity; 3.4% of 400,000 active; Potency, µM (doses to about 46.1 µM), inactives show at the top dose activity change, negative = cytotoxicity, most hits filed as cytotoxic; AID 1347076; KB-V1 MDR cells viability, CellTiter-Glo, 72 h; note: potency is the fitted concentration of half-maximal effect; % is set by controls: 0 for no effect and ±100 for the full control effect; nearly all actives have a fitted effect of over 60% in size
#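 Following 72 h at 37 degrees C with compound, KB-V1 cell viability was read by CellTiter-Glo luminescence, medium being phenol-red-free DMEM plus 10% FBS; concentration-response parameters came from normalized, curve-fitted qHTS data.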
# WRN inhibitor – inhibitors of human WRN helicase; Q14191; WRN helicase unwinding, fluorescent forked duplex, kinetic; Potency, µM (top dose mostly 114 µM), for the others: at the top dose activity change, negative = inhibition, usual class: inhibitors; 0.46% of 360,000 active; AID 651768; note: potency is the fitted concentration of half-maximal effect; % is set by controls: 0 for no effect and ±100 for the full control effect; nearly all actives have a fitted effect of over 55% in size
# Target sequence (Q14191 whole entry, looked up): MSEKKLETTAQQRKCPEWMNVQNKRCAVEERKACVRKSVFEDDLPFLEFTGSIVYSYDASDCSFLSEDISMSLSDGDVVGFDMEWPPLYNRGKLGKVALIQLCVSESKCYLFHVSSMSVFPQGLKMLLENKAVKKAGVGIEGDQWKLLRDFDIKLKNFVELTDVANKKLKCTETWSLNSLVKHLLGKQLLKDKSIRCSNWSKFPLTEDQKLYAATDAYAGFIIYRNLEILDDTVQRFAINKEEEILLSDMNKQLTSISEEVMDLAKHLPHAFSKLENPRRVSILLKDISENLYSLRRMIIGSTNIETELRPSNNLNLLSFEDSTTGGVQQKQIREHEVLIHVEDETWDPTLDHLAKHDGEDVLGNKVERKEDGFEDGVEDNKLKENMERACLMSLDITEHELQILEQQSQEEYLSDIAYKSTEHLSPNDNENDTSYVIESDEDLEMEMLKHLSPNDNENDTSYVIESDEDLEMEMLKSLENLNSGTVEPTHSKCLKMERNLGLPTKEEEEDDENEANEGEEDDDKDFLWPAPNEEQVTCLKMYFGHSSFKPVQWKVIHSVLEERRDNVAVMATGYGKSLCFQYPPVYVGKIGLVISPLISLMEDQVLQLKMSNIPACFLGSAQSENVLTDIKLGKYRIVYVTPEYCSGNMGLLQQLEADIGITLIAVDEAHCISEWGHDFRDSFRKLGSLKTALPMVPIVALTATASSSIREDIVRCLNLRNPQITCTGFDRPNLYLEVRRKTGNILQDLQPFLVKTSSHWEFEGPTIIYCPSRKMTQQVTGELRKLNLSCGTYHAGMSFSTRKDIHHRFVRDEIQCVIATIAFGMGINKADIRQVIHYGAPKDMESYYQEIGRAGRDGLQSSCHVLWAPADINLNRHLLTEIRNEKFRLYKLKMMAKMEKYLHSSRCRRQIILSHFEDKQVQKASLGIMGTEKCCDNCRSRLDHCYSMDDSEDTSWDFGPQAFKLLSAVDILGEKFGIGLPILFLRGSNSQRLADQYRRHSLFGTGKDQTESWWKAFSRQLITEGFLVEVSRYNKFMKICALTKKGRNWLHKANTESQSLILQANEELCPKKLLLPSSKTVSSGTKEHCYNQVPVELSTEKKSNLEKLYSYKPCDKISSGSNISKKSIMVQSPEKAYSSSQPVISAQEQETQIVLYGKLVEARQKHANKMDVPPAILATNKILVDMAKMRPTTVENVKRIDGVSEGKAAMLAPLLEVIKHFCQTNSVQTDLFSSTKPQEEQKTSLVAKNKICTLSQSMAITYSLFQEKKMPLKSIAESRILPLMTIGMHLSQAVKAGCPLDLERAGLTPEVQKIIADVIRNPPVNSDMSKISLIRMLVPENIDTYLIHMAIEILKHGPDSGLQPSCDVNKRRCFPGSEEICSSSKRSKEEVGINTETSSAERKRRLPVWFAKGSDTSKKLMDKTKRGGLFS
#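 Primary qHTS, 1536-well format. 20 nM WRN + compound, 15 min RT; start with 100 nM forked fluorophore/quencher duplex, 2 mM ATP (final); kinetic read ex 525/em 598 nm.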
# HT1080 IDH1KD tx – HT-1080 IDH1 knockdown cell toxicity (counter line); Potency, µM (titrated, usually from 46.1 µM), inactives show top-dose activity, negative = toxicity, hits mostly cytotoxic; 2% of 360,000 active; HT-1080 IDH1 knockdown viability, ATP luminescence, 48 h;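 note: potency is the fitted concentration of half-maximal effect; 0% = DMSO wells and -100% = cell-free medium wells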
#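 CellTiter-Glo luminescence after 48 h compound exposure at 37 degrees C of IDH1-knockdown HT-1080 cells in 5% FBS RPMI. %Activity scaled between DMSO wells and cell-free media wells, with curves fitted and assigned curve classes.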
# * = called active by the depositor; ? = inconclusive; / = no result given; [ ] = dose if it differs, or a comment. Unless noted, calls come from the whole dose curve; as a rule, active = well fitted curve in the direction sought with a large enough effect; inconclusive = small, poorly fitted or top-dose-only effect, or another doubt; inactive = no such curve, though single readings can be large; an effect the other way counts as inactive or inconclusive.
Structure,ATXN2 expr inh,SW480 rerep,KB-3-1 cytotox,HT1080-NT tox,IL-1B inflam inh,MCF10A rereplic,KB-V1 cytotox,WRN inhibitor,HT1080 IDH1KD tx
COc1c(N2CCN(C(=S)NCc3ccccc3)C(C)C2)c(F)cc2c(=O)c(C(=O)O)cn(C3CC3)c12 (stereo unspecified),-10.2%,-0.4%[9.22 µM],?,?,-6.7,1.7%,0.0%,?,18.4µM*
CCc1ccc(OCC(=O)NCCN(C)C)c(Br)c1,-6.5%,0.6%,-0.6%,-1.5%,-15.7,-8.6%,6.6%,-2.8%,-4.0%
CCN(CC)Cc1ccccc1Sc1ccccc1,-22.6%,2.0%,-8.7%,2.2%,-18.2,14.5%,-8.4%,3.1%,-2.3%
CC12CC3CC(C)(C1)CC(C(=O)N1CCN(C(=O)C4CCCO4)CC1)(C3)C2 (stereo unspecified),-2.3%,-3.0%,7.6%,9.4%,12.5,-1.2%,-3.2%,-0.8%,-1.7%
COCCSc1nnc(NC(=O)c2cc(C(=O)OC)cc([N+](=O)[O-])c2)s1,-21.2%,1.4%,22.6%,-4.0%,16.7,12.6%,-24.4%,-7.0%,3.3%
CCCOc1ccc(N2C(=O)CC(SC(=NC)Nc3ccc(F)cc3)C2=O)cc1 (stereo unspecified),-2.7%,13.1%,-2.6%,-11.7%,21.4,11.2%,4.8%,-4.2%,-23.4%
S=C(NCCc1ccccc1)N1CCN(C23CC4CC(CC(C4)C2)C3)CC1,-22.8%,?,-7.4%,-3.4%,-84.2*,5.8µM*,?,-3.0%,-1.1%
CC(=O)N1Cc2ccccc2CC1C(=O)O (stereo unspecified),7.3%,-3.0%[9.22 µM],?,2.8%,16.7,?,-5.0%,3.4%,1.2%

# Rewritten with each value named: 4 of the compounds above
SMILES: CCCOc1ccc(N2C(=O)CC(SC(=NC)Nc3ccc(F)cc3)C2=O)cc1 (stereo unspecified)
  ATXN2 expr inh = -2.7%	SW480 rerep = 13.1%	KB-3-1 cytotox = -2.6%	HT1080-NT tox = -11.7%	IL-1B inflam inh = 21.4	MCF10A rereplic = 11.2%	KB-V1 cytotox = 4.8%	WRN inhibitor = -4.2%	HT1080 IDH1KD tx = -23.4%

SMILES: CCN(CC)Cc1ccccc1Sc1ccccc1
  ATXN2 expr inh = -22.6%	SW480 rerep = 2.0%	KB-3-1 cytotox = -8.7%	HT1080-NT tox = 2.2%	IL-1B inflam inh = -18.2	MCF10A rereplic = 14.5%	KB-V1 cytotox = -8.4%	WRN inhibitor = 3.1%	HT1080 IDH1KD tx = -2.3%

SMILES: CCc1ccc(OCC(=O)NCCN(C)C)c(Br)c1
  ATXN2 expr inh = -6.5%	SW480 rerep = 0.6%	KB-3-1 cytotox = -0.6%	HT1080-NT tox = -1.5%	IL-1B inflam inh = -15.7	MCF10A rereplic = -8.6%	KB-V1 cytotox = 6.6%	WRN inhibitor = -2.8%	HT1080 IDH1KD tx = -4.0%

SMILES: S=C(NCCc1ccccc1)N1CCN(C23CC4CC(CC(C4)C2)C3)CC1
  ATXN2 expr inh = -22.8%	SW480 rerep = ?	KB-3-1 cytotox = -7.4%	HT1080-NT tox = -3.4%	IL-1B inflam inh = -84.2*	MCF10A rereplic = 5.8µM*	KB-V1 cytotox = ?	WRN inhibitor = -3.0%	HT1080 IDH1KD tx = -1.1%

# Next section.
Structure,ATXN2 expr inh,SW480 rerep,KB-3-1 cytotox,HT1080-NT tox,IL-1B inflam inh,MCF10A rereplic,KB-V1 cytotox,WRN inhibitor,HT1080 IDH1KD tx
Cc1ccc(S(=O)(=O)N[C@H](C(=O)OCC(=O)NC(=O)c2cccn2C)C(C)C)cc1,-12.1%,2.8%,-3.7%,-2.9%,27.4,-3.2%,-2.0%,5.8%,10.2%
Cn1c2ccccc2c(=O)c2cc(C#CC3=CCCCC3)ccc21,8.3%,?,-11.9%,4.2%,0.0,?,6.6%,-27.1%,-6.2%
COCCN(C(=O)CSc1nc(N)cc(=O)[nH]1)c1c(N)n(Cc2ccccc2)c(=O)[nH]c1=O,6.9%,-42.0%[inhibitor],5.9%,-0.4%,11.8,0.8%,?,-7.5%,3.7%
O=C(CCS(=O)(=O)Cc1ccc(Cl)cc1)NCCc1ccccc1,3.1%,4.7%,-1.2%,8.8%,12.2,-1.4%,12.3%,1.6%,1.7%
Cc1ccccc1C(=O)NC(=S)N(Cc1ccccc1)c1ccccn1,/,-10.3%,-1.4%,5.3%,-4.7,9.3%,21.1%,4.7%,0.0%
S=C(Nc1ccccc1)Nc1ccccc1-n1cccc1,/,-8.4%,-5.9%,-22.7%,7.2,6.8%,-14.2%,3.6%,-13.7%
CC1=C(C(=O)N(C)C)CC(CC(=O)NCC2CCCCC2)C(=O)N1CCC1=CCCCC1 (stereo unspecified),7.4%,/,11.1%,4.4%,-8.4,/,-17.0%,0.0%,14.3%
C=CCN(C(=O)CCC(=O)Nc1cc(C)on1)C(C(=O)NC1CCCC1)c1ccc(OC)cc1OC (stereo unspecified),10.2%,-6.2%,-2.1%,-3.8%,-3.2,2.2%,18.8%,2.8%,10.4%
CC(=O)NCCNc1nc2cc(-c3ccc(C)cc3)sc2c(=O)n1C,8.8%,/,-9.8%,1.4%,46.7,/,?,-4.8%,1.3%
COc1ccc(-c2sc(NC(C)=O)nc2-c2ccccc2)cc1,-1.0%,?,?,-6.6%,0.0,?,18.4µM*,11.1%,-15.2%
COc1cc(OC)cc(C(=O)N[C@H](C(=O)OCC(=O)Nc2sccc2C#N)C(C)C)c1,-8.3%,4.3%,7.9%,-9.3%,33.8,-6.1%,-3.3%,-5.4%[11.6 µM],0.3%
CCOC(=O)C1=C(C)Nc2nc(C)nn2C1c1cc(OC)ccc1OC (stereo unspecified),6.5%,-0.4%,9.0%,1.2%,-11.8,3.1%,0.6%,5.6%,0.2%
Cc1ccc(C(=O)NCCOc2cccc3cccnc23)cc1Cl,-32.7%,5.4%,1.7%,-19.0%,-3.8,16.8%,?,2.2%,11.1%
COc1ccc(COC(=O)Nc2cc3c(C(F)(F)F)nn(C)c3s2)cc1,-6.4%,-5.5%[9.22 µM],6.3%,14.1%,-0.8,10.0%,3.4%,-11.9%,?
Cc1ccsc1-c1nc(CSCC(=O)NCCN2CCCC2)c(C)o1,/,1.9%,-0.4%,-1.3%,4.7,1.0%,5.7%,2.0%,-7.1%
COc1cc(OC)c2c(-c3ccccc3)cc(=O)oc2c1C(CCN1CCOCC1)c1ccc(N(C)C)cc1 (stereo unspecified),-11.6%,?,0.0%,-1.7%,0.0,14.3%,-11.0%,3.0%,-19.4%

# The list continues.
# Under each structure – ATXN2 expr inh	SW480 rerep	KB-3-1 cytotox	HT1080-NT tox	IL-1B inflam inh	MCF10A rereplic	KB-V1 cytotox	WRN inhibitor	HT1080 IDH1KD tx
> CC(CCc1ccccc1)N(C)CC(O)c1cccc([N+](=O)[O-])c1 (stereo unspecified)
    -30.2%	16.8%	-0.5%	-22.5%	?	?	-3.9%	-2.0%	-10.9%
> COc1ccc(NC(=O)CCNS(=O)(=O)c2ccc3c(c2)CC(C)N3C(=O)C2CC2)cc1 (stereo unspecified)
    12.7%	-2.7%	15.2%	4.1%	36.2	0.7%	10.5%	1.5%	0.7%
> CCOC(=O)c1cc(C(=O)n2cc(Cl)cn2)nn1C
    -1.0%	0.2%	3.1%	10.5%	-2.5	-2.0%	3.9%	0.5%	2.7%
> CSc1ccccc1C(=O)OCC(=O)N1CCCCCC1
    24.0%	-0.5%	1.4%	-4.5%	-1.4	-9.7%	-7.4%	-4.8%	-6.1%
> COc1ccc(CNC(=O)CCC(=O)Nc2nnc(CC(C)C)s2)cc1
    -8.0%	2.91µM*	-5.8%	-4.9%	22.4	0.0%	0.5%	-3.8%	2.5%
> CCOc1cc(/C=C2\C(=O)NN(c3ccccc3)C2=O)cc([N+](=O)[O-])c1O
    -21.2%	-0.5%	2.8%	?	31.6	12.1%	0.4%	?	?
> COc1cccc(Nc2nc(NCCO)nc(N3CCCC3)n2)c1
    10.1%	0.0%	0.0%	/	/	-7.0%	22.1%	/	/
> COc1cccc(CN(CC(=O)NCc2ccccc2)C(=O)c2csnn2)c1
    -5.2%	-15.6%	2.1%	-12.8%	14.0	-0.9%	-2.0%	-10.3%[57.1 µM]	-24.2%
> Cc1ccc(CN=c2c([N+](=O)[O-])nn(-c3ccc(Cl)cc3)n2O)cc1
    /	0.1%	6.3%	1.6%	-8.4	1.6%	?	-6.3%	5.2%
> Cc1ccn(CC(=O)N2CCCC(Nc3ccc(F)c(F)c3)C2)n1 (stereo unspecified)
    3.9%	-4.1%	17.6%	1.4%	5.8	-2.2%	-12.2%	3.1%	2.5%
> Cc1ccsc1/C=N/NC(=O)c1nnn(-c2nonc2N)c1-c1ccccc1
    7.5%	1.6%	11.6%	5.4%	-91.9*	?	16.6%	-5.6%	-0.2%
> CC1CCN(C(=O)CCc2nc3cc(S(=O)(=O)N(C)C)ccc3n2C)CC1
    -3.8%	-1.3%	-6.0%	-8.9%	22.8	2.0%	-24.9%	7.5%	-8.6%
> Cc1cccc(S(=O)(=O)N/N=c2\sc3ccccc3n2C)c1
    9.6%	-27.0%	1.4%	23.0%	28.7	-16.1%	0.8%	-5.8%	20.6%
> COC(=O)c1cc2sc(Cl)cc2n1CC(=O)Nc1ccc(OC)c(OC)c1OC
    -14.5%	17.9%	9.6%	?	14.0	25.9µM*	9.5%	-9.9%	-25.5%
> COc1ccc(CCN(C)C2CCCN(S(=O)(=O)c3ccccc3F)C2)cc1OC (stereo unspecified)
    -15.0%	-15.4%	-1.4%	0.8%	-2.6	1.3%	0.0%	-1.6%	-0.3%
> Cc1ccccc1NC(=O)c1csc2c1CCCC2
    37.3%[activator]	-1.4%	-17.1%	?	-21.8	21.4%	?	-6.5%	?
